Assay outcomes: PubChem, NCI
Growth percent in the NCI-60 one-dose screen (48 h, 10 µM unless noted): 100 = growth as untreated, 0 = no growth, -100 = all killed.
NCI-H460: NCI-H460 lung cancer; 6.8% of 82,000 active; AID 1794736
NCI-H322M: NCI-H322M lung cancer; 2.7% of 80,000 active; AID 1794733
NCI-H226: NCI-H226 lung cancer; 3.5% of 79,000 active; AID 1794732
KM12: KM12 colon cancer cells | 5% of 82,000 active
COLO 205: COLO 205 colon cancer | 7.3% of 79,000 active
SW-620: SW-620 colon cancer | 5.2% of 82,000 active
HCT-15: HCT-15 colon cancer. 5.2% of 82,000 active
HCT-116: HCT-116 colon cancer | 7.3% of 82,000 active
HT29: HT29 colon cancer; 7.4% of 81,000 active
The depositor's hits bear a star; x = not tested or not shown; & = joins results of further samples. How the source made its calls: active means growth percent below 10; inactive means the rest. Compounds as they come, and some 11% of all compounds hit somewhere here.

SMILES	NCI-H460	NCI-H322M	NCI-H226	KM12	COLO 205	SW-620	HCT-15	HCT-116	HT29
O=C(Cc1ccccc1)c1ccc(O)c(F)c1	117	110	107	118	111	107	111	105	106
Cn1ccnc1C(=O)/C=C/c1ccc(CC(=O)Nc2nc3ccccc3s2)cc1	99	87	97	92	107	104	85	83	90
CCOC(=O)/C(Cc1ccnnc1)=N\O	112	108	106	112	111	103	118	107	102
Oc1cccc(CN2CCOCC2)c1O	111	115	88	108	103	103	81	97	97
NS(=O)(=O)c1ccc(N=Nc2c(O)n(CC(=O)Nc3ccccc3Cl)c3ccccc23)cc1	15	29	-1.2*	17	-19*	25	25	8.6*	7.2*
COc1cc(OC)c(C(=O)/C=C/c2cccc(OC(C)=O)c2)cc1CC=C(C)C	89	99	70	69	111	36	55	47	84
Cc1cc2c(cc1Cl)C(=O)/C(=C/c1ccc(O)c(O)c1)O2	106	102	98	100	130	118	110	93	114
CCC(CC)n1c(=O)c(SC2=NC3C(NN2)N(CC)C(=O)N3CC)c(C(=O)O)c2ccccc21 (stereo not drawn)	3.2*	55	36	21	-53*	22	14	6.9*	2.4*
Cn1c(COC(=O)NCCN2CCOCC2)nc2c(N3CCOCC3)nc(Cl)nc21	103	103	98	108	109	99	104	101	108
COc1cc(/C=C2\COc3ccc(O)c(O)c3C2=O)cc(OC)c1	10	29	68	-11*	33	-19*	-24*	-56*	3.6*
N#C/C(=C\c1cc(Cl)cc(Cl)c1O)c1ccc([N+](=O)[O-])cc1	90	104	85	96	112	106	92	87	105
CC1C(=O)CCCC1=O	120	99	121	113	114	113	97	113	94
COc1ccc(C(=O)C2C(c3ccc(OC)cc3)CN(C)C23C(=O)Nc2ccccc23)cc1 (stereo not drawn)	98	103	88	94	105	95	87	84	84
CN(C)c1ccc(/C=C2\C=C(c3nc4ccccc4s3)OC2=O)cc1	95	93	82	94	102	95	102	100	98
C=C1C(=O)O[C@H]2[C@H]1CC/C(COC(=O)N[C@@H](Cc1c[nH]c3ccccc13)C(=O)OC)=C\CC[C@@]1(C)O[C@@H]21	41	81	58	75	-69*	-6.6*	-12*	-78*	-30*
c1ccc(CCN2CCC3CC2c2ccccc23)cc1 (stereo not drawn)	105	x	92	105	104	102	95	81	97
Cc1ccc(-[n+]2noc([O-])c2C2=NOC(c3ccccc3)C2)cc1 (stereo not drawn)	107	106	94	102	114	104	106	100	114
COc1ccc(C(=O)COc2cccc(/C=C3\CSc4ccc(C)cc4C3=O)c2)cc1	104	104	78	80	116	-21*	85	53	101
CN(C)c1ccc(NC(=O)c2ccc(/C=C/C(=O)c3ncc[nH]3)cc2)cc1	25	76	89	10	38	21	16	46	12
COc1ccc(CNc2nc3ncc(C(F)(F)F)cc3nc2C(=O)O)cc1	107	111	107	105	x	105	104	105	110
O=C(O)c1ccc(-c2nn(-c3ccc(C(F)(F)F)cc3)cc2CNc2cccc(Cl)c2F)cc1	80	78	84	68	98	87	56	77	90
Cc1cc(=O)oc2cc(OC(=O)CN(C)C)ccc12	105	98	x	102	101	103	100	101	103
O=C(NC(CSCc1ccccc1)C(=O)O)OCc1ccccc1 (stereo not drawn)	107	104	102	104	120	108	119	103	88
O=C(Nc1cccc(Cl)c1)Oc1c(Cl)c(Cl)c(OC(=O)Nc2cccc(Cl)c2)c(Cl)c1Cl	104	x	93	101	99	108	89	97	103
O=S(=O)(c1ccccc1)n1ccc2c1-c1oncc1CC2	104	79	99	105	109	102	100	96	x

Another view of part of the listing above:
| compound | NCI-H460 | NCI-H322M | NCI-H226 | KM12 | COLO 205 | SW-620 | HCT-15 | HCT-116 | HT29 |
| --- | --- | --- | --- | --- | --- | --- | --- | --- | --- |
| N#C/C(=C\c1cc(Cl)cc(Cl)c1O)c1ccc([N+](=O)[O-])cc1 | 90 | 104 | 85 | 96 | 112 | 106 | 92 | 87 | 105 |
| CC1C(=O)CCCC1=O | 120 | 99 | 121 | 113 | 114 | 113 | 97 | 113 | 94 |

Next records follow.
SMILES	NCI-H460	NCI-H322M	NCI-H226	KM12	COLO 205	SW-620	HCT-15	HCT-116	HT29
Clc1nc(Cl)c(C2CC(c3ccccc3)=NN2c2ccccc2)s1 (stereo not drawn)	113	102	81	103	109	103	109	85	102
C=CC(=O)Nc1ccc(Nc2nccc(-c3ccc(N4CCCC4)c(C#N)c3)n2)cc1	0.2*	41	53	15	7.3*	3.0*	-37*	25	2.5*
CC(=O)Oc1ccccc1C(=O)[Se]Cc1ccc(C[Se]C(=O)c2ccccc2OC(C)=O)cc1	103	105	107	104	107	96	104	83	99
CC1(COc2ccc3ncc(C#Cc4cncc(C(=O)Nc5cccc(C(F)(F)F)c5)c4)n3n2)COC1	85	96	25	21	81	69	86	56	82
O=C(CN1CCCCC1)N1c2cccc3cccc(c23)N(C(=O)CN2CCCCC2)C1c1cn(-c2ccccc2)nc1-c1cccc([N+](=O)[O-])c1	87	94	67	96	84	86	74	56	55
CCOC(=O)C1=C(CN(C2CCCCC2)C2CCCCC2)N(C)C(=O)NC1c1ccccc1 (stereo not drawn)	88	96	84	79	96	89	89	67	73
NC(=N\N=C/c1ccc(Cl)c(Cl)c1)/C(N)=N\N=C/c1ccc(Cl)c(Cl)c1	98	130	101	97	102	101	96	102	100
Oc1c(-c2nnc(SCc3ccccc3)o2)sc2nnc(-c3ccccc3)c(-c3ccccc3)c12	111	94	101	107	122	109	94	83	90
O=C1NC(=O)C(Cc2ccc(OCc3ccc(-c4cc(F)c(F)c(F)c4)cc3)cc2)S1 (stereo not drawn)	92	92	82	82	98	95	88	84	107
Nc1nc(-c2cccnc2)nc2c1sc(=S)n2-c1ccc(F)cc1	106	x	97	105	109	100	101	92	100
CCOC(=O)C(C)C(C)(O)c1ccccc1 (stereo not drawn)	103	93	94	98	112	114	108	97	106
Cc1nc2c(c(NC(=O)c3ccc(Cl)cc3)nn2C)c(C)c1Cl	104	101	99	x	99	96	73	92	96
Cc1ccc(-c2csc3nc(-n4nc(C)cc4C)cn23)cc1	102	96	95	108	106	106	101	97	104
CC[C@H](C)C(=O)O[C@H]1C[C@@H](C)C=C2C=C[C@H](C)[C@H](CC[C@@H]3C[C@@H](O)CC(=O)O3)[C@H]21	102	54	96	109	100	99	55	52	95
CSc1nnc2c(=O)n(C)c(=O)n(C)c2n1	114	89	93	94	98	96	100	106	111
CC1CC(=O)N(CCc2ccccc2)C(=O)C1	115	121	109	113	113	126	97	120	103
FC(F)(F)c1ccc(-c2cnc(-n3ccnc3)nc2NC2CCCCCC2)cc1	92	83	91	92	86	90	100	78	83
O=C1CSC(c2ccc3c(c2)OCO3)N1Cc1ccccc1 (stereo not drawn)	111	108	97	106	117	106	102	102	100
C=CCn1c(SCC(=O)Nc2ccc(C(=O)/C=C/c3ccc(Cl)cc3)cc2)nnc1-c1ccc(Cl)cc1	100	110	83	94	98	98	77	-18*	93
C=CCc1cccc(CC=C)c1O	105	126	97	121	122	104	112	107	101
COc1ccc(/C(C)=N/N=C2C(=O)Nc3c(F)cccc32)cc1S(N)(=O)=O	107	96	79	100	115	103	97	92	96
Fc1ccc(/C=C/c2cc(/C=C/c3ccc(F)cc3)n(-c3cccc(C(F)(F)F)c3)n2)cc1	107	95	101	97	116	102	109	93	92
N#Cc1cc(-c2ccc3ncnc(N4CCc5cc(F)c(Cl)cc54)c3c2)cnc1N	5.5*	38	59	67	12	25	23	33	34
CCOC(=O)C1=C(C)NC(=O)NC1c1cnc(C(C)O)s1 (stereo not drawn)	107	102	101	97	109	100	103	102	100
CSc1nc(=S)c2[nH]c(=S)[nH]c2[nH]1	105	94	94	109	110	105	102	99	106

Further results
SMILES	NCI-H460	NCI-H322M	NCI-H226	KM12	COLO 205	SW-620	HCT-15	HCT-116	HT29
COc1ccc(/C=C(\C)C(=O)O)cc1	111	103	99	103	112	103	103	99	94
CCCn1c(=S)sc2c(=O)[nH]c(C)nc21	112	121	104	104	123	100	96	101	110
CCCSc1nc2ccccc2cc1/C=[N+](\[O-])c1ccccc1	98	88	89	40	107	23	28	14	16
COC(=O)c1cc(=O)c2c(ccc3oc(=O)ccc32)[nH]1	113	101	100	97	110	107	100	107	100
CC[C@H](Nc1nc(N)nc(C)c1C#N)c1nc2cccc(N3CCC(CC(=O)NO)CC3)c2c(=O)n1-c1ccccc1	99	91	84	104	107	95	97	97	89
C=C1CC[C@H](O)C/C1=C/C=C1\CCC[C@]2(C)C([C@H](C)/C=C/[C@H](C)C(C)C)CC[C@@H]12 (stereo partly drawn)	85	78	98	101	67	97	94	58	89
COc1cc(/C=C\c2cc(OC)c(OC)c(OC)c2)cc(N)c1OC	104	81	98	55	104	75	70	79	87
CCOC(=O)C1C(=O)NC(C(=O)OCC)(C(=O)OCC)C1C(C)CC (stereo not drawn)	108	115	100	110	109	107	106	109	115
O=S(=O)(NCCO)c1ccc(OCCOc2ccc(S(=O)(=O)NCCO)cc2)cc1	111	90	91	104	104	101	103	102	100
CC[C@H](Nc1ncnc2nc[nH]c12)c1nc2cccc(CC(=O)c3ccc(C(=O)OC)cc3)c2c(=O)n1-c1ccccc1	102	104	85	103	105	91	91	75	91
O=c1c2sc3ccccc3c2nnn1-c1ccc(F)c(Cl)c1	10	49	34	x	42	62	57	20	70
O=C(O)CN1C(=O)c2ccccc2C1=O	108&106	118&98	94&100	98&99	112&110	99&95	102&113	94&94	98&96
Fc1cc2c(cc1Cl)N(c1ncnc3ccc(-c4cnc5cncn5c4)cc13)CC2	100	94	99	101	115	98	99	92	93
Brc1ccc2c(c1)c(-c1nc(-c3c[nH]c4ncccc34)cs1)cn2CCCN1CCCCC1	-68*	39	71	15	-77*	-63*	-80*	-63*	-87*
O=C(Nc1ccc(F)c(F)c1)c1cc(-c2ccc(F)cc2F)ccc1O	3.0*	3.9*	3.7*	0.7*	82	12	2.2*	6.4*	89
CCOC(=O)C(=O)CC(=O)/C=C/c1ccccc1	100	97	109	105	106	114	104	100	110
O=C1C=C(O)c2ccccc2C1=O.[Ag]	95	99	x	96	79	106	88	111	82
Cc1cccc(Cc2cnc(NC(=O)CSc3nnc(Cc4ccccc4Nc4c(Cl)cccc4Cl)o3)s2)c1	41	98	67	87	89	65	91	40	67
CCN(Cc1cccc(S(=O)(=O)O)c1)c1ccc(C(=C2C=CC(=[N+](C)C)C=C2)c2ccc(N(C)C)cc2)c(S(=O)(=O)O)c1	115	92	113	100	111	99	103	107	97
CC(=O)c1cc2c(N)c(C(=O)Nc3cncc4ccccc34)sc2nc1C	110	113	105	94	121	103	95	101	107
Cc1cc(C)cc(Oc2cccc(-c3c(C)nnn3C3CCN(CCN(C)C)CC3)n2)c1	51	40	5.1*	37	-74*	46	8.0*	15	11
O=[N+]([O-])c1ccc(N/N=C\c2ccc(Cl)c(Cl)c2)nc1	102	103	120	109	113	100	102	105	99
CN(C)CCc1c[nH]c2ccc(C[C@H]3COC(=O)N3)cc12	115	103	106	107	116	105	103	108	108
CCCC(=O)Nc1ccc(N)cc1OC	60	94	94	95	104	54	17	50	36
CC(C)=CCC1=C(O)c2ccccc2C(=O)C1=O	31	92	73	54	73	71	21	37	51

Next section:
SMILES	NCI-H460	NCI-H322M	NCI-H226	KM12	COLO 205	SW-620	HCT-15	HCT-116	HT29
CN(C)c1ccc(C(=NO)c2ccc(N(C)C)cc2)cc1	7.2*	81	78	14	43	13	24	19	5.4*
COc1c(N2CC3CCCNC3C2)c(F)cc2c(=O)c(C(=O)N/N=C/c3ccc(N(C)C)cc3)cn(C3CC3)c12 (stereo not drawn)	78	94	98	74	104	81	16	31	-12*
O=c1cc(-c2ccc3c(c2)OCCO3)oc2cc(Cl)ccc12	-58*	-6.6*	-13*	21	41	29	75	-1.5*	-17*
CCCN(c1ccc(OC)cc1)c1nc(-c2ccc(Br)cc2)cs1	105	100	98	96	120	97	102	91	102
O=C1/C(=C/c2ccc(Cl)cc2)COc2ccc(O)c(O)c21	31	38	91	-2.9*	28	-9.6*	-1.0*	0.4*	16
COc1cc(/C=C/C(=O)c2c(C)nc3ccccc3c2C)ccc1OCCCCOc1cc2c(cc1OC)C(=O)N1CCC[C@H]1C=N2	-93*	-63*	-81*	-70*	-100*	-62*	-80*	-66*	-73*
C=CCn1c(C)nc2cc(Nc3nc(Nc4ccc5nc(C)n(CC=C)c5c4)nc4ccccc34)ccc21	117	109	100	109	108	106	107	99	103
N#Cc1ccccc1Cn1cc(CSc2nc3ccccc3o2)nn1	110	97	93	104	110	102	105	96	104
O=C(Nc1cc(C2=NCCN2)cc(C2=NCCN2)c1)Nc1cc(C2=NCCN2)cc(C2=NCCN2)c1	100	98	93	99	97	99	98	101	105
CN1CCN(Cc2ccc(NC(=O)c3cncc(C#Cc4cnc5ccc(N6CCN(C)CC6)nn45)c3)cc2C(F)(F)F)CC1	-82*	36	28	-79*	39	-75*	-57*	-20*	-42*

Four entries from above, with each value named:
molecule: COc1ccc(/C=C(\C)C(=O)O)cc1
  NCI-H460 = 111
  NCI-H322M = 103
  NCI-H226 = 99
  KM12 = 103
  COLO 205 = 112
  SW-620 = 103
  HCT-15 = 103
  HCT-116 = 99
  HT29 = 94
molecule: CCCn1c(=S)sc2c(=O)[nH]c(C)nc21
  NCI-H460 = 112
  NCI-H322M = 121
  NCI-H226 = 104
  KM12 = 104
  COLO 205 = 123
  SW-620 = 100
  HCT-15 = 96
  HCT-116 = 101
  HT29 = 110
molecule: CCCSc1nc2ccccc2cc1/C=[N+](\[O-])c1ccccc1
  NCI-H460 = 98
  NCI-H322M = 88
  NCI-H226 = 89
  KM12 = 40
  COLO 205 = 107
  SW-620 = 23
  HCT-15 = 28
  HCT-116 = 14
  HT29 = 16
molecule: COC(=O)c1cc(=O)c2c(ccc3oc(=O)ccc32)[nH]1
  NCI-H460 = 113
  NCI-H322M = 101
  NCI-H226 = 100
  KM12 = 97
  COLO 205 = 110
  SW-620 = 107
  HCT-15 = 100
  HCT-116 = 107
  HT29 = 100
